KB-3-1 cytotox: KB-3-1 parental cell cytotoxicity; KB-3-1 viability, CellTiter-Glo ATP luminescence, 72 h; Potency, µM (highest dose often 46.1 µM), inactives show at the top dose activity change, negative = cytotoxic, actives largely listed as cytotoxic; actives 1.4% (n = 400,000); AID 1347075; note: nearly all actives have a fitted effect of over 60% in size
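Parental KB-3-1 viability, qHTS format: 72 h compound exposure, 37 °C; CellTiter-Glo; media-only wells and DMSO plates as controls; concentration-effect fits on corrected data.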
KB-V1 cytotox: kills drug-selected multidrug resistant KB-V1 cells. actives 3.4% (n = 400,000). Potency, µM (titrated, usually from 46.1 µM), without a hit: at the top dose activity change, negative = cytotoxicity, most hits filed as cytotoxic. KB-V1 MDR cells viability, CellTiter-Glo, 72 h. AID 1347076; note: nearly all actives have a fitted effect of over 60% in size
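Cells of the MDR subline KB-V1 are plated, dosed with compound at multiple concentrations, and incubated 72 h at 37 degrees C; CellTiter-Glo is then added and luminescence read after 10 min.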
* hit, by the source's call; ? = inconclusive. Calls come from the whole dose curve; as a rule, active = well fitted cell-killing curve with a large enough effect; inconclusive = small, poorly fitted or top-dose-only effect, or effect the other way; inactive = flat fitted curve, though single readings scatter. % is set by controls: 0 for no effect and ±100 for the full control effect; potency is the fitted concentration of half-maximal effect.

SMILES	KB-3-1 cytotox	KB-V1 cytotox
Cc1cc(C)n2nc(CNS(=O)(=O)c3ccc(Cl)cc3)nc2n1	12.8%	?
COc1ccc(NC(=O)CSC2=Nc3ccccc3C3=NC(CC(=O)NCc4ccco4)C(=O)N23)cc1 (stereo not given)	21.7%	12.0%
O=C(COC(=O)c1ccccc1OCCOc1ccccc1)Nc1cccc(Br)c1	0.0%	0.0%
O=C(NCc1ccc(F)cc1)c1ccc2c(c1)nc1n2CCCCC1	14.1%	-18.0%
COc1ccc(CCNC(=O)C2CCCN(c3nc4c(C)cc(C)cc4s3)C2)cc1OC (stereo not given)	-0.8%	-9.1%
CCn1c(SCc2c(F)cccc2Cl)nc(=O)c2c(C(=O)OC)cc(C3CC3)nc21	11.4%	-5.9%
CNS(=O)(=O)c1cn(CC(=O)N2CCN(c3ccc(C)cc3C)CC2)cc1S(=O)(=O)NC	5.9%	13.3%
CCOc1ccc(/C=C/c2ccc3ccccc3[n+]2C)cc1OCC	?	-8.2%
Cc1ccc2c(c1)N(C(=O)N1CCC(C(=O)NCCC3=CCCCC3)CC1)CC(C)O2 (stereo not given)	-16.1%	0.3%
N#Cc1c(NC(=O)CS(=O)(=O)c2ccc(Cl)cc2)sc2c1CCCCC2	6.3%	0.5%
CCOc1ccc(NC(=O)CSC2=Nc3ccccc3C3=NC(CCC(=O)NCc4cccs4)C(=O)N23)cc1 (stereo not given)	2.6%	-15.4%
O=C(COc1ccccc1)NCc1ccc2c(c1)CCN2C(=O)c1ccccc1	?	?

Rewritten field by field: entries from further up
canonical_smiles: Cc1cc(C)n2nc(CNS(=O)(=O)c3ccc(Cl)cc3)nc2n1
  KB-3-1 cytotox: 12.8%; KB-V1 cytotox: ?

canonical_smiles: COc1ccc(NC(=O)CSC2=Nc3ccccc3C3=NC(CC(=O)NCc4ccco4)C(=O)N23)cc1 (stereo not given)
  KB-3-1 cytotox: 21.7%; KB-V1 cytotox: 12.0%

canonical_smiles: O=C(COC(=O)c1ccccc1OCCOc1ccccc1)Nc1cccc(Br)c1
  KB-3-1 cytotox: 0.0%; KB-V1 cytotox: 0.0%

canonical_smiles: O=C(NCc1ccc(F)cc1)c1ccc2c(c1)nc1n2CCCCC1
  KB-3-1 cytotox: 14.1%; KB-V1 cytotox: -18.0%

(continued)
SMILES	KB-3-1 cytotox	KB-V1 cytotox
Nc1nc(SCC(=O)O)c2[nH]cnc2n1	?	5.1%
CCOc1ccc(NC(=O)c2sc3nc4n(c(=O)c3c2C)CCCC4)cc1	-12.9%	9.0%
COc1ccc(OC)c2c(C)ccnc12	17.1%	-17.5%
O=C(c1cnn(-c2cccc(F)c2)c1-n1cccc1)N1CCN(c2ccccc2F)CC1	-16.8%	-18.6%
COc1ccc2c(c1)sc1ncc(C(=O)NCc3ccc(Cl)cc3)c(=O)n12	7.7%	-1.9%
COc1ccc2cc(C(=O)NCc3ccc4c(c3)CCN4C(=O)c3ccc(F)cc3)[nH]c2c1	-1.6%	-3.2%
Cc1cccc(NC(=O)Cn2c(=O)n(Cc3nc(-c4ccccc4)no3)c(=O)c3ccccc32)c1	4.6%	0.4%
Cc1ccc(NC(=O)c2c3c(nc4ccccc24)C(=O)N(C2CCCCC2)C3)cc1F	5.7%	7.8%
CCOc1ccc(CCNC(=O)c2sc3nc4n(c(=O)c3c2C)CCCC4)cc1OCC	-1.7%	2.1%
O=C1C(=O)C(c2cc(O)c(O)c(O)c2)Oc2cc(O)cc(O)c21 (stereo not given)	?	7.8%
CCS(=O)(=O)c1c(Nc2cc(C)ccc2C)sc(C(=O)c2ccccc2)c1N	-21.7%	-11.1%
Cc1ccc(-n2ncc(C(=O)Nc3ccc(C)c(F)c3)c2C2CCN(C(=O)OC(C)(C)C)CC2)cc1C	9.2%	2.5%
c1ccc(CNc2ncnc3nc(N4CCOCC4)[nH]c23)cc1	?	26.4%
COc1ccc(CNC(=O)c2ccc(NC(=O)N3CCSc4ncccc43)cc2)cc1	-2.1%	-14.0%
CCNC(=O)c1c2c(nc3ccccc13)C(=O)N(C1CCCCC1)C2	10.2%	1.3%
Cc1ccc(NC(=O)Cn2cc(S(=O)(=O)Cc3cccc(Cl)c3)c3ccccc32)cc1C	2.1%	18.2%
Nc1ccc(/C=C/c2cccc3cccnc23)cc1	20.1%	11.7%
CCn1c(C(=O)N2CCC(C(=O)N3CCN(c4cc(C)ccc4C)CC3)CC2)cc2sccc21	-9.7%	-2.8%
O=C(NCCN1CCCCC1)c1ccc(Cn2c(SCc3cccc(F)c3)nc3cccnc32)cc1	-5.8%	?
CCOc1ccc(-c2nnc(SCC(=O)Oc3ccccc3)o2)cc1	-0.9%	12.7%
Cc1ccc(S(=O)(=O)N2CCN(c3cc(-c4cccs4)nc4ccccc34)CC2)cc1	0.0%	14.5%
CC(NS(=O)(=O)c1ccccc1[N+](=O)[O-])c1ccccn1 (stereo not given)	?	6.5%
O=C(NCc1cccc(F)c1)c1ccc(-n2cnc3cccnc32)cc1	3.6%	-9.3%
CCC(C(=O)NCCc1ccc(SC)cc1)n1nc(C)c2sc3ccccc3c2c1=O (stereo not given)	16.5%	-25.9%
O=C(CCl)c1ccc2c(c1)CCCC2	-16.9%	7.3%
CCCN1C(=O)c2[nH]nc(-c3ccccc3O)c2C1c1ccc(OCc2ccccc2)c(OC)c1 (stereo not given)	20.6µM*	?
COc1cc2c(NC3CCN(C)CC3)nc(N3CCCN(C)CC3)nc2cc1OCCCCCCN(C)C	?	?
Cc1ccccc1OC(=O)CSc1nnc(-c2ccc3c(c2)OCO3)o1	14.5%	6.1%
COc1ccc(N2CCN(S(=O)(=O)c3c(C)nc4sc(C)cn4c3=O)CC2)cc1	4.7%	-6.5%
CCOC(=O)N1CCC(NC(=O)c2cnn(-c3cccc(C)c3)c2C2CCN(C(=O)OC(C)(C)C)CC2)CC1	16.0%	4.3%
CCn1cc(S(=O)(=O)c2ccc(OC)cc2)c(=O)c2cc(F)c(N3CCC(C)CC3)cc21	-6.3%	?
CC(C)=CNNC(=O)c1ccc(O)cc1	4.3%	15.9%
COc1ccc(-c2cnnn2-c2ccc(NC(=O)c3ccc(S(=O)(=O)N(C)C)cc3)cc2)cc1	?	-6.9%
CCC(C(=O)Nc1cc(C(F)(F)F)ccc1Cl)n1nc(C)c2sc3ccccc3c2c1=O (stereo not given)	-1.6%	3.1%
O=C(Nc1ccc2nc(-c3cccs3)c(-c3cccs3)nc2c1)N1CCCCC1	0.0%	28.3%
CC(C)(C)OC(=O)N1CCC(c2c(C(=O)NCc3ccccc3)cnn2-c2ccccc2)CC1	4.6%	9.8%
CCc1ccc(NC(=O)CSc2ccc(-c3sc(-c4ccccc4)nc3C)nn2)cc1	0.7%	13.8%
Cc1ccc(CNc2nc3c(S(=O)(=O)c4ccccc4)nnn3c3ccsc23)cc1	12.3%	?
CNc1ccc(/C=C2\C=Cc3ccccc32)cc1I	-13.2%	?
Cc1ccc(CNC(=O)C2CCCN(c3nn4cc(-c5ccc(C)cc5)nc4s3)C2)cc1 (stereo not given)	2.9%	1.7%
CCCOc1ccc(CNC(=O)C2CCCN(c3nc4c(C)cc(C)cc4s3)C2)cc1 (stereo not given)	1.2%	18.1%
COc1ccccc1N1CCN(C2C(=O)c3ccccc3N2C(C)=O)CC1 (stereo not given)	-0.9%	1.8%
CCS(=O)(=O)N1CC(=O)N(c2cccc(C)c2C)C(C)(C(=O)NC2CCCCC2)C1 (stereo not given)	-6.6%	1.4%
COc1cccc(-c2nc(SCC(=O)NCC3CCCO3)c(-c3ccc(Cl)cc3)[nH]2)c1 (stereo not given)	-6.6%	?
CS/C(=N\S(=O)(=O)c1ccc(F)cc1)c1ccccc1	3.8%	?
O=C(CC(C(=O)O)n1ccnc1)c1ccc(Cl)cc1 (stereo not given)	17.1%	17.7%
CN(c1ccc(F)cc1)S(=O)(=O)N1CCCC(C(=O)NCCc2ccccc2)C1 (stereo not given)	-0.7%	-12.5%
Cc1ccc(NC(=O)c2nc(SCc3ccccc3F)ncc2Cl)cc1	-0.8%	-2.9%
Cc1nn(CC(=O)NC2CC2)c(=O)c2cc3ccccc3n12	-2.9%	0.9%
CCOc1ccc(CNC(=O)c2ccc3[nH]c(C)c(C)c3c2)cc1OC	12.9%	8.7%
COCCNC(=O)CSc1nc(-c2ccccc2)[nH]c1-c1ccc(OC)cc1	-0.3%	-2.0%
CC(C)(C)OC(=O)N1CCC(c2c(C(=O)NCc3ccco3)cnn2-c2ccccc2Cl)CC1	3.7%	?
CCOc1ccc2cc(C#N)c(SCC(=O)OCc3ccccc3)nc2c1	27.8%	24.7%
O=C(CN(CCc1c[nH]c2ccccc12)S(=O)(=O)c1ccccc1)N1CCCCCC1	-15.5%	-9.1%
Cc1cc(NC(=O)N2CC=C(c3c[nH]c4ccccc34)CC2)ccc1Br	0.4%	-0.7%
Cc1ccc(C(=O)NCCc2ccc(Cl)cc2)cc1-n1c(C)nc2cccnc21	-6.1%	-11.9%
CC(CCC(C)[n+]1cccc(Br)c1)[n+]1cccc(Br)c1 (stereo not given)	?	6.1%
CCOc1cc(CNC(=O)c2ccc3c(c2)nc2n3CCCCC2)ccc1OC	-0.6%	-8.0%
O=C(CSc1nncn2c1cc1occc12)Nc1ccccc1C(F)(F)F	-3.8%	17.7%
Cc1cccc(-c2nc(S(=O)(=O)c3ccccc3)c(N3CCN(c4ccccc4)CC3)o2)c1	2.7%	-3.2%

Further entries follow.
SMILES	KB-3-1 cytotox	KB-V1 cytotox
CCOC(=O)C1=C(C)NC2=C(C(=O)C(C(=O)OCC)C(c3ccco3)C2)C1c1ccccc1C (stereo not given)	0.0%	-2.9%
Cc1cc(C)c(-c2nnc(NC(=O)Nc3ccc4ccccc4c3)s2)c(C)c1	?	?
Cc1ccnc(NC(=S)Nc2cccc([S+](=O)([O-])Nc3ccccc3F)c2)c1	0.0%	0.0%
Cc1ccc(N(C)C(=O)c2sc3nc4n(c(=O)c3c2C)CCCC4)cc1C	-27.3%	-9.8%
Cc1ccc(Cl)cc1N1CCN(C(=O)COCc2cc(-c3ccc4c(c3)OCO4)on2)CC1	7.2%	6.4%
COc1ccc(-c2nnc(SCC(=O)Oc3cccc(C)c3C)o2)cc1	-0.6%	11.8%
CC(C)C(=O)NC(c1ccc(N(C)C)cc1)c1ccc2cccnc2c1O (stereo not given)	?	-16.2%
CCN(Cc1cccc(S(=O)(=O)O)c1)c1ccc(C(=C2C=CC(=[N+](CC)Cc3cccc(S(=O)(=O)O)c3)C=C2)c2ccc(O)cc2S(=O)(=O)O)cc1	-17.5%	0.0%
CC(C)(C)OC(=O)N1CCC(c2c(C(=O)NCc3ccco3)cnn2-c2ccc(F)cc2F)CC1	3.2%	8.3%
Cc1ccc(C2CC(=O)n3nc(-c4ccc(Cl)cc4)nc3S2)cc1 (stereo not given)	-5.2%	9.4%
CN(C)c1ccc(/C=C/c2nccc3ccccc23)cc1	26.5%	-7.3%
CCC1CCCCN1C(=O)CSc1n[nH]c(-c2ccccc2)n1 (stereo not given)	-4.6%	-38.5%
Cn1c(C(=O)N2CCC(C(=O)N3CCN(c4ccccc4)CC3)CC2)cc2sccc21	-16.4%	?
CCCCCCC[n+]1ccc(/C=C/c2c[nH]c3ccccc23)cc1	0.411µM*	-35.5%
Cc1ccc(Cl)cc1Nc1nn2c(=O)c3ccc(C(=O)NC(C)c4ccccc4)cc3nc2s1 (stereo not given)	?	5.7%
COc1ccc(Cl)cc1NC(=O)CSc1ccc2nnc(CCNS(=O)(=O)c3ccccc3)n2n1	3.3%	15.4%
COCCNC(=O)CSc1nc(-c2ccccc2)[nH]c1-c1ccc(C)cc1	0.0%	-16.9%
O=C(C[n+]1cccc(Cl)c1)c1ccc(F)cc1	-3.4%	-9.6%
COc1ccc(NC(=O)Cn2c(=O)oc3cc(S(=O)(=O)N4CCCCC4C)ccc32)cc1 (stereo not given)	-6.8%	2.4%
Cc1cc2nccc(/C=C/c3ccc(N(C)C)cc3)c2cc1C	4.9%	-22.4%
Cc1cccc(C(=O)Nc2ccccc2-c2nc(-c3ccccc3)no2)c1	-7.3%	22.2%
CCOc1ccc(NC(=O)c2ccc3nc(C(C)C)oc3c2)cc1	?	?
COc1ccc(-c2cc(C(C)=O)c(C)n2CCC(=O)Nc2ccc(C)c(Cl)c2)cc1	9.7%	0.0%
Cc1cc(C)c(NC(=O)C(=O)NCC(c2cccnc2)N2CCN(c3ccccc3F)CC2)c(C)c1 (stereo not given)	5.0%	2.3%
Cc1ccccc1C(=O)Nc1ccc(OCc2cc(=O)n3cccc(C)c3n2)cc1	14.3%	5.5%
CN(C)c1ccc(/C=C/c2ccnc3c(Cl)ccc(Cl)c23)cc1	-4.1%	-18.5%
Cc1noc(Cn2c(=O)c3ccccc3n(CC(=O)Nc3ccc(C(C)C)cc3)c2=O)n1	-4.4%	-2.5%
O=C(COc1ccccc1)NCc1ccc2c(c1)CCN2C(=O)c1ccc(Cl)cc1	4.8%	0.5%
O=C(CNC(=O)C1CCCCC1)OCc1ccccc1	?	?
COc1c([N+](=O)[O-])ccc(N)c1N	28.5%	0.8%
CC(C)Oc1ccc(CNC(=O)c2ccc(NC(=O)N3CCSc4ncccc43)cc2)cc1	0.3%	17.2%
Cc1ccc(C)c(S(=O)(=O)c2nnn3c2nc(NC(C)C)c2sccc23)c1	-1.3%	?
CN(C(=O)c1c2c(nc3ccccc13)C(=O)N(C1CCCCC1)C2)c1ccc(F)cc1	-0.3%	7.9%

Screening results (PubChem BioAssay)

Not all compounds are listed; count on the stated rates, not on these rows.
